IDH1 R132H inh = IDH1 R132H (human) inhibition; O75874; IDH1 R132H reductase, diaphorase/resazurin fluorescence, 60 min; inhibition, % at 10 µM; 70,000 tested, 0.18% active; in the data active = inhibition above about 34%;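 also: 0% = DMSO and 100% = no enzyme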
Target sequence (O75874 whole entry R132H): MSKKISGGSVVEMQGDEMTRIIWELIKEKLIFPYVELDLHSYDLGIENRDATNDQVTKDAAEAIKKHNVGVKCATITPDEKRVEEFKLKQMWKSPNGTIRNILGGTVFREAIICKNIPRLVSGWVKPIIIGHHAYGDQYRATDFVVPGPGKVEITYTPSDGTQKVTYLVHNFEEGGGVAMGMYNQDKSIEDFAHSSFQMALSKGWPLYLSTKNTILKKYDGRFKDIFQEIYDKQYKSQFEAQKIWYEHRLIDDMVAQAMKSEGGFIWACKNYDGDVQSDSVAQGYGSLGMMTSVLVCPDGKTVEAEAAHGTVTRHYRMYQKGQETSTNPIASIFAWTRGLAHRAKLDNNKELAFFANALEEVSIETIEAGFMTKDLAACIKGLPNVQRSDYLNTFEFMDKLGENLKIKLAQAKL
EZH2 inh = blocks human EZH2/PRC2 H3K27 methylation | DELFIA TRF, 1 h | inhibition, % at 12.5 µM | 57,000 tested, 0.35% active | AID 651548;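 active = mean inhibition of replicates at least 50% and every single replicate also reaching 50%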;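 also: dimethyl H3K27 on biotinylated H3 21-44 peptide detected by antibody; plate controls were median neutral control wells for no effect and median positive control wells for full effect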
* = called active by the depositor; · = not tested or not shown; & = joins results of further samples. Not all compounds are listed. The share of hits here may be higher or lower than overall.

Second line of a record: IDH1 R132H inh	EZH2 inh
1	Cc1ccc(NC(=O)CSc2nnc(-c3ccc([N+](=O)[O-])cc3)n2-c2ccccc2)cc1C
→ 0.2	-4
2	COc1ccc(S(=O)(=O)Nc2cccc3c2O[C@H](CN(C)C(=O)Nc2c(C)noc2C)[C@H](C)CN([C@H](C)CO)C3=O)cc1
→ -0.9	·
3	CC(C)NC(=O)N[C@@H]1CC[C@H](CCNS(=O)(=O)c2ccc(Cl)cc2)O[C@H]1CO
→ -0.2	-3
4	C[C@@H]1CN([C@@H](C)CO)C(=O)c2cc(NC(=O)Nc3ccc4c(c3)OCO4)ccc2O[C@H]1CN(C)C(=O)Nc1ccc(F)cc1
→ -1.4	·
5	C[C@@H]1CN([C@H](C)CO)C(=O)c2cccc(NC(=O)NC3CCCCC3)c2O[C@H]1CN(C)C
→ 1.0	·
6	O=C(O)CCCC(=O)Nc1ccc(F)cc1
→ 0.2	-4
7	COc1ccc(NC(=O)Nc2ccc3c(c2)CC(=O)N([C@@H](C)CO)C[C@H](C)[C@@H](CN(C)C)O3)cc1
→ 0.1	8
8	CNC[C@@H]1Oc2ncc(-c3ccc(OC)cc3)cc2C(=O)N([C@@H](C)CO)C[C@H]1C
→ 0.1	7
9	C[C@H]1CN([C@@H](C)CO)C(=O)Cc2cc(NC(=O)C3CCCCC3)ccc2O[C@@H]1CN(C)C
→ 4.9	6
10	COc1ccccc1N(CC(=O)O)S(=O)(=O)c1ccccc1
→ -0.2	3

Four entries from above, field by field.
9) C[C@H]1CN([C@@H](C)CO)C(=O)Cc2cc(NC(=O)C3CCCCC3)ccc2O[C@@H]1CN(C)C
  IDH1 R132H inh: 4.9 | EZH2 inh: 6

7) COc1ccc(NC(=O)Nc2ccc3c(c2)CC(=O)N([C@@H](C)CO)C[C@H](C)[C@@H](CN(C)C)O3)cc1
  IDH1 R132H inh: 0.1 | EZH2 inh: 8

8) CNC[C@@H]1Oc2ncc(-c3ccc(OC)cc3)cc2C(=O)N([C@@H](C)CO)C[C@H]1C
  IDH1 R132H inh: 0.1 | EZH2 inh: 7

1) Cc1ccc(NC(=O)CSc2nnc(-c3ccc([N+](=O)[O-])cc3)n2-c2ccccc2)cc1C
  IDH1 R132H inh: 0.2 | EZH2 inh: -4

Going on with the list.
Second line of a record: IDH1 R132H inh	EZH2 inh
11	C[C@H]1CN([C@@H](C)CO)C(=O)c2cc(NS(=O)(=O)c3ccc(F)cc3)ccc2O[C@H]1CN(C)Cc1ccc(C(=O)O)cc1
→ 0.3	·
12	C[C@H](CO)N1C[C@H](C)[C@@H](CN(C)CC2CCOCC2)Oc2cc(C#Cc3cccnc3)ccc2S1(=O)=O
→ 0.4	-18
13	COCC(=O)Nc1ccc2c(c1)OC[C@H](C)N(CCC(F)(F)F)C[C@@H](C)[C@@H](OC)CN(C)C2=O
→ 0.0	-2
14	C[C@H](NC(=O)C[C@@H]1C[C@H]2c3cc(N(C)C)ccc3O[C@H]2[C@H](CO)O1)c1ccccc1
→ -2.0	-5
15	CC(Sc1ncn[nH]1)C(=O)Nc1ccc(Cl)cc1 (stereo not given)
→ -0.3	10
16	CO[C@H](CN(C)C(=O)c1ccc2c(c1)OCO2)[C@H](C)CN([C@@H](C)CO)S(=O)(=O)c1ccccc1
→ -0.4	-4
17	O=C(Nc1ccc(F)cc1)N[C@H]1CC[C@H](CCNS(=O)(=O)c2cccc(Cl)c2)O[C@H]1CO
→ 0.0	-7
18	C[C@@H]1CN([C@H](C)CO)C(=O)Cc2cc(NC(=O)CCC(F)(F)F)ccc2O[C@H]1CN(C)C(=O)Nc1cccc2ccccc12
→ -1.2	0
19	C[C@H](CO)N1C[C@H](C)[C@H](CN(C)C(=O)Nc2cccc3ccccc23)Oc2c(NS(=O)(=O)c3ccc(F)cc3)cccc2C1=O
→ 2.1	·
20	O=C(O)CCCCCCC(=O)N/N=C/c1ccc[nH]1
→ ·	6
21	C[C@@H]1CN([C@@H](C)CO)C(=O)Cc2cc(NC(=O)CCC(F)(F)F)ccc2O[C@H]1CN(C)Cc1ccc(C(=O)O)cc1
→ 13	·
22	COc1ccc(CCN(C)CCCC(C#N)(c2cc(OC)c(OC)c(OC)c2)C(C)C)cc1OC (stereo not given)
→ 0.5&1.1	·
23	C[C@@H]1CCCCO[C@H](CN(C)S(=O)(=O)c2ccc(F)cc2)[C@H](C)CN([C@H](C)CO)C(=O)c2cc(N(C)C)ccc2O1
→ ·	-8
24	Cc1ccc(S(=O)(=O)NCC[C@H]2CC[C@H](NC(=O)C3CCOCC3)[C@H](CO)O2)cc1
→ 0.1	7
25	C[C@@H]1CN([C@H](C)CO)C(=O)c2cc(C#CCc3ccccc3)cnc2O[C@H]1CN(C)C(=O)C1CCCCC1
→ 1.9	·
26	C[C@@H]1CN([C@H](C)CO)C(=O)c2cc(NS(C)(=O)=O)ccc2O[C@@H](C)CCCCO[C@@H]1CN(C)Cc1ccc(C(F)(F)F)cc1
→ -2.9	·
27	COc1cccc(NC(=O)CC2OCCN(Cc3ccccc3)C2=O)c1 (stereo not given)
→ 0.3	-3
28	Cc1ccc(S(=O)(=O)N[C@H]2C=C[C@H](CC(=O)NCc3ccccc3F)O[C@@H]2CO)cc1
→ -0.4	24
29	C[C@H](CO)N1C[C@H](C)[C@@H](CN(C)Cc2ccc(C(=O)O)cc2)Oc2ccc(NC(=O)NC3CCCCC3)cc2C1=O
→ 0.3	·
30	COc1ccc(-c2cc3c(c(-c4ccc(Oc5ccccc5)cc4)n2)[Si](C(C)C)(C(C)C)OC3)cn1
→ ·	-2
31	COCC(=O)N(C)C[C@@H]1Oc2ncc(C#Cc3cccnc3)cc2C(=O)N([C@H](C)CO)C[C@H]1C
→ 2.4	-20
32	COc1ccc(S(=O)(=O)Nc2ccc3c(c2)C(=O)N([C@H](C)CO)C[C@H](C)[C@H](CN(C)Cc2ccc(Oc4ccccc4)cc2)O3)cc1
→ 1.8	·
33	O=C1N[C@@H](Cc2ccccc2)C(=O)N2[C@@H]1C[C@@H](C(=O)NCc1ccc(F)cc1)[C@H]2c1ccc(O)cc1
→ ·	-7
34	CSc1ccccc1NC(=O)CN(c1ccc(I)cc1)S(C)(=O)=O
→ 0.4	1
35	COc1ccc(NC(=O)Nc2ccc3c(c2)[C@@H]2C[C@H](CC(=O)N4CCN(C)CC4)O[C@H](CO)[C@@H]2O3)cc1
→ 0.0	6
36	COc1ccc(S(=O)(=O)Nc2ccc3c(c2)C(=O)N([C@H](C)CO)C[C@@H](C)[C@H](CN(C)C(=O)Cc2ccccc2)OCCCC[C@@H](C)O3)cc1
→ 2.0	·
37	C[C@@H]1CN([C@@H](C)CO)C(=O)c2cccc(NC(=O)Nc3ccc4c(c3)OCO4)c2O[C@H]1CN(C)CC1CC1
→ 0.9	·
38	C[C@H](CO)N1C[C@H](C)[C@@H](CN(C)C(=O)Nc2ccccc2)Oc2ccc(NC(=O)Nc3ccc(F)cc3)cc2CC1=O
→ 0.4	·
39	C[C@H](CO)N1C[C@H](C)[C@@H](CN(C)CC2CC2)Oc2c(NS(=O)(=O)c3cn(C)cn3)cccc2C1=O
→ 1.1	·
40	COc1ccc(NC(=O)N[C@@H]2CC[C@@H](CCNC(=O)Cc3ccncc3)O[C@H]2CO)cc1
→ 0.1	8

The listing continues:
nr	Compound	IDH1 R132H inh	EZH2 inh
41	C[C@@H]1CN([C@@H](C)CO)S(=O)(=O)c2ccc(C#C[C@@H](C)O)cc2O[C@@H]1CN(C)C	0.8	·
42	COCC#Cc1cnc2c(c1)C(=O)N([C@@H](C)CO)C[C@H](C)[C@H](CN(C)C(=O)c1cccc(F)c1)O2	-0.3	13
43	COc1ccc(-c2cn(CC[C@@H]3CC[C@H](NC(=O)Cc4ccccn4)[C@@H](CO)O3)nn2)cc1	0.1	-7
44	CCOC(=O)C1=C(C)Nc2ncnn2C1c1ccccc1[N+](=O)[O-] (stereo not given)	1.0	-2
45	C[C@H](CO)N1C[C@H](C)[C@@H](CN(C)C(=O)c2ccncc2)OCCCC[C@H](C)Oc2ccc(N(C)C)cc2C1=O	-5.9	21
46	CNC[C@H]1Oc2c(NS(C)(=O)=O)cccc2C(=O)N([C@H](C)CO)C[C@H]1C	·	3
47	CCCc1cn(CC[C@H]2CC[C@@H](NS(=O)(=O)c3ccccc3Cl)[C@@H](CO)O2)nn1	0.3	-6
48	C[C@H]1CN([C@@H](C)CO)C(=O)Cc2cc(N(C)C)ccc2O[C@H]1CN(C)Cc1ccc(-c2ccccc2)cc1	·	4
49	COc1ccc(NC(=O)CSc2nc3scc(C)c3c(=O)[nH]2)cc1	0.1	3
50	Cc1noc(C)c1NC(=O)N(C)C[C@@H]1Oc2ccc(NC(=O)NC3CCCCC3)cc2C(=O)N([C@H](C)CO)C[C@H]1C	-2.2	·
51	CC(C)(C)[S@@](=O)N1Cc2cc(C(=O)NCc3ccccc3F)nc(-c3cccc(-c4cccnc4)c3)c2[C@H]1CCO	-0.1	-10
52	C[C@H]1CN([C@@H](C)CO)S(=O)(=O)c2ccc(C#Cc3cccnc3)cc2O[C@H]1CN(C)CC1CCOCC1	0.9	·
53	COc1ccccc1NC(=O)N[C@H]1C=C[C@@H](CC(=O)N2CCC(Cc3ccccc3)CC2)O[C@H]1CO	-0.3	-7
54	C[C@@H]1CN([C@H](C)CO)C(=O)c2cc(-c3ccc(C(=O)N(C)C)cc3)cnc2O[C@H]1CN(C)C(=O)c1cccnc1	-4.1	6
55	Cc1cc(=O)[nH]c(SCCCOc2ccc(F)cc2)n1	0.0	0
56	CN1CCN(C(=O)C[C@@H]2C=C[C@@H](NC(=O)c3ccc4c(c3)OCO4)[C@@H](CO)O2)CC1	0.0	-8
57	CNC[C@@H]1Oc2ccc(NC(=O)C3CC3)cc2CC(=O)N([C@H](C)CO)C[C@@H]1C	3.3	7
58	C[C@H](CO)N1C[C@H](C)[C@H](CN(C)C(=O)Nc2ccc(F)cc2)Oc2ccc(NS(=O)(=O)c3ccc(Cl)cc3)cc2C1=O	5.2	4
59	CCC(=O)N(C)C[C@H]1Oc2cc(Br)ccc2S(=O)(=O)N([C@@H](C)CO)C[C@H]1C	·	-6&-5
60	CN(CCO)c1ccc(/C=N/NC(=O)c2cccc(C(=O)NO)c2)cc1	-0.4	-5
61	CCc1ccccc1NC(=O)CSc1nnc(-c2cccc(OC)c2)n1C	0.2	1
62	C[C@H](CO)N1C[C@H](C)[C@@H](CN(C)Cc2ccccn2)Oc2cc(C3=CCCC3)ccc2S1(=O)=O	-0.2	26
63	COc1cccc2c1oc(=O)c1c(NC(C)=O)nc(-c3cccs3)nc12	-1.4	·
64	C[C@H]1CN([C@@H](C)CO)C(=O)Cc2cc(NC(=O)c3ccncc3)ccc2O[C@@H]1CN(C)S(=O)(=O)c1cn(C)cn1	-0.5	·
65	C[C@@H]1CN([C@@H](C)CO)C(=O)Cc2cc(NC(=O)NC3CCCCC3)ccc2O[C@H]1CN(C)S(=O)(=O)c1ccccc1	2.1	-11
66	C#CCNC(=O)C1=C[C@H](c2ccccc2)[C@@H](CCCO)[C@H](OCC)O1	·	-7
67	Cc1ccc(S(=O)(=O)N(CC(=O)N(C)C)c2cccc([N+](=O)[O-])c2)cc1	0.7	3
68	Cc1cc2ccccc2n2c(SCC(N)=O)nnc12	-0.8	-22
69	C[C@@H]1CCCCO[C@H](CN(C)Cc2ccccc2)[C@H](C)CN([C@@H](C)CO)C(=O)c2cc(NS(=O)(=O)c3cccs3)ccc2O1	0.6	·
70	COc1ccccc1S(=O)(=O)N(C)C[C@H]1OCc2ccccc2-c2c(n(C)c3ccccc23)C(=O)N([C@H](C)CO)C[C@@H]1C	·	-39
71	CN(C)CC(=O)Nc1ccc2c(c1)[C@@H]1C[C@H](CC(=O)N(C)C)O[C@H](CO)[C@@H]1O2	-4.0	8
72	COc1ccccc1NC(=O)N[C@@H]1CC[C@H](CCn2cc(-c3ccccc3OC)nn2)O[C@H]1CO	-0.4	-10
73	CNC[C@H]1Oc2ccc(NS(=O)(=O)c3ccc(F)cc3)cc2C(=O)N([C@H](C)CO)C[C@H]1C	-2.0	4
74	C[C@@H]1CN([C@H](C)CO)C(=O)Cc2cc(NC(=O)Nc3ccccc3)ccc2O[C@@H]1CN(C)C(=O)Nc1ccc(C(F)(F)F)cc1	1.6	·
75	O=S(=O)(N[C@H]1CC[C@H](CCn2cc(-c3ccccn3)nn2)O[C@H]1CO)c1cccc(Cl)c1	0.1	3
76	C[C@H](CO)N1C[C@H](C)[C@@H](CN(C)C(=O)Cc2cccnc2)Oc2ncc(C#CCN(C)C)cc2C1=O	-0.6	·

Profiles as entered above. Screens in order: IDH1 R132H inh | EZH2 inh
Record of `CNC[C@H]1Oc2ccc(NS(=O)(=O)c3ccc(F)cc3)cc2C(=O)N([C@H](C)CO)C[C@H]1C` → -2.0 | 4
Record of `Cc1cc2ccccc2n2c(SCC(N)=O)nnc12` → -0.8 | -22
Record of `C[C@@H]1CN([C@H](C)CO)C(=O)Cc2cc(NC(=O)Nc3ccccc3)ccc2O[C@@H]1CN(C)C(=O)Nc1ccc(C(F)(F)F)cc1` → 1.6 | ·
Record of `C[C@H](CO)N1C[C@H](C)[C@@H](CN(C)C(=O)Cc2cccnc2)Oc2ncc(C#CCN(C)C)cc2C1=O` → -0.6 | ·

Next section.
nr	Compound	IDH1 R132H inh	EZH2 inh
77	COc1cccc(-c2cnc3c(c2)C(=O)N([C@H](C)CO)C[C@@H](C)[C@H](CN(C)Cc2ccc(C(=O)O)cc2)O3)c1	·	8
78	CCC(=O)Nc1ccc2c(c1)OC[C@H](C)N(Cc1ccccc1)C[C@H](C)[C@H](OC)CN(C)C2=O	-0.2	-12
79	C[C@@H]1CN([C@H](C)CO)C(=O)c2cc(NC(=O)Cc3ccccc3)ccc2O[C@@H](C)CCCCO[C@@H]1CN(C)S(=O)(=O)c1cccs1	0.0	·
80	O=C(C[C@@H]1C[C@@H]2c3cc(NS(=O)(=O)c4ccc(F)cc4)ccc3O[C@@H]2[C@H](CO)O1)N1CCOCC1	-0.2	18
81	COc1ccc(-c2csc(NC(=O)Cc3cccc4ccccc34)c2C(=O)O)cc1	-6.7	31

Screening data (PubChem)
